ATXN2 expr inh: reduces ATXN2 reporter expression in HEK-293 cells | HEK-293 ATXN2-luciferase reporter, luminescence, 24 h | Potency, µM (titrated, usually from 57 µM), for the others: at the top dose activity change, negative = inhibition, most hits filed as inhibitors | actives 0.72% (n = 360,000) | AID 1745845; also: potency is read from the fitted curve at half-maximal effect; % is scaled to controls: 0 for no effect and ±100 for the full control effect; nearly all actives have a fitted effect of over 55% in size
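qHTS (up to 57 uM final) was run with 24 h compound exposure of reporter cells at 37 °C. Each well was multiplexed: SteadyGlo luminescence measured ATXN2-luciferase expression after a fluorogenic Gly-Phe-AFC viability readout (25 uM final).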
HT1080 IDH1KD tx: toxicity to HT-1080 IDH1 knockdown cells (counter line); HT-1080 IDH1 knockdown viability, ATP luminescence, 48 h; Potency, µM (series often up to 46.1 µM), without a hit: at the top dose activity, negative = toxicity, actives largely listed as cytotoxic; AID 686971; actives 2% (n = 360,000);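 also: potency is read from the fitted curve at half-maximal effect; 0% = DMSO wells and -100% = cell-free medium wells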
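HT-1080-IDH1KD cells (IDH1 knocked down), 750/well in RPMI with 5% FBS, treated with compound 48 h at 37 degrees C. Viability by CellTiter-Glo luminescence, normalised to DMSO and no-cell wells; concentration-response curves classed.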
SW480 rerep: inducers of DNA re-replication in SW480 colon cancer cells; Potency, µM (series often up to 46.1 µM), for inactives: at the highest dose re-replication activation, hits mostly activators; actives 1.8% (n = 340,000); SW480 DNA re-replication, Hoechst DNA content imaging, 48 h; also: potency is read from the fitted curve at half-maximal effect; % of control where 0% means no effect; nearly all actives have a fitted effect of over 55% in size
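Quantitative HTS format with DMSO vehicle controls; 48 hr drug incubation at 37 C, then 40 min Hoechst staining and scanning imager measurement at 405 nm excitation.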
ATXN viability: viability counter-screen for ATXN expression inhibitors. S2 cells (HEK-293 line with an ATXN2-luciferase reporter) viability, CellTiter-Fluor protease fluorescence, 24 h. Potency, µM (top dose mostly 56.7 µM), most hits filed as cytotoxic. actives 0.49% (n = 400,000); also: potency is read from the fitted curve at half-maximal effect; nearly all actives have a fitted effect of over 40% in size
HepG2 tox: kills HepG2 cells in TGF-b inhibitor counter-screen; AID 588856; HepG2 CAGA-GFP viability, ATP luminescence, 18 h; actives 0.76% (n = 410,000); Potency, µM (series often up to 46.1 µM), for inactives: top-dose activity change, negative = cytotoxicity, hits mostly cytotoxic; also: potency is read from the fitted curve at half-maximal effect; some results filed as inactive show a strong effect at the top dose
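HepG2 CAGA-GFP cells (1000/well, DMEM with 1% FBS) received compound, then TGF-beta at 500 pg/mL final, and were incubated 18 hours at 37 degrees C. Viability was read by CellTiter-Glo luminescence. Media-only wells were set as complete cell-killing and DMSO as no toxicity.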
HT1080NT lethal: kills 2HG-producing HT-1080-NT fibrosarcoma cells | AID 686970 | actives 1.6% (n = 360,000) | Potency, µM (series often up to 46.1 µM), for the others: top-dose activity, negative = less viability, most hits filed as cytotoxic | HT-1080-NT fibrosarcoma viability, CellTiter-Glo ATP luminescence, 48 h;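 also: NT is the 2HG producing partner of a matched IDH1 knockdown line; potency is read from the fitted curve at half-maximal effect; 0% = DMSO-treated cells and -100% = media-only wells without cells; nearly all actives have a fitted effect of over 55% in size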
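Viability by CellTiter-Glo luminescence after 48 h compound exposure at 37C of HT-1080-NT cells (750/well, RPMI, 5% FBS). % activity scaled between DMSO wells and medium-only wells, then curve-fitted and categorized by curve class.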
MCF10A rerep: DNA re-replication induction in MCF 10a cells. Potency, µM (titrated, usually from 46.1 µM), for the others: at the top dose activity, positive = re-replication, hits mostly activators. actives 2.9% (n = 350,000). MCF 10A DNA re-replication, Hoechst nuclear intensity, 48 h. AID 624296; also: potency is read from the fitted curve at half-maximal effect; % of control where 0% means no effect; nearly all actives have a fitted effect of over 50% in size
KB-3-1 cytotox: KB-3-1 parental cell cytotoxicity. KB-3-1 viability, CellTiter-Glo ATP luminescence, 72 h. Potency, µM (top dose mostly 46.1 µM), for the others: at the highest dose activity change, negative = cytotoxic, hits mostly cytotoxic. actives 1.4% (n = 400,000). AID 1347075; also: potency is read from the fitted curve at half-maximal effect; % is scaled to controls: 0 for no effect and ±100 for the full control effect; nearly all actives have a fitted effect of over 60% in size
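Viability of parental KB-3-1 cells, measured by CellTiter-Glo luminescence, followed a 72 h incubation at 37 °C with pinned compounds in phenol-red-free DMEM containing 10% FBS.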
IL-1B inflam inh: inflammasome signaling inhibition, IL-1 beta readout; THP-1 LPS/ATP IL-1B secretion, AlphaLISA, 16 h; active compounds read low; activity change, % at 57.5 µM; actives 4.7% (n = 360,000); AID 743279; in the data active = activity change below about -50%; inconclusive = mostly about -30% to -49%; also: % is scaled to controls: 0 for no effect and ±100 for the full control effect
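THP-1 cells pretreated 1 hr with compounds (up to 57.5 uM final), then stimulated with LPS (250 ng/mL final) plus ATP (1.25 mM final); secreted IL-1B measured by AlphaLISA after 16 hr, decreased signal indicating inhibition.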
* = called active by the depositor; i = inactive; u = inconclusive; x = not tested or not shown; [ ] = dose if it differs, or a comment. Unless noted, calls follow the shape of the dose curve; as a rule, active = well fitted curve in the direction sought with a large enough effect; inconclusive = small, poorly fitted or top-dose-only effect, or another doubt; inactive = no such curve, though single readings can be large; an effect the other way counts as inactive or inconclusive. Rows were taken by chance, and some 8.9% of all compounds hit somewhere here.

SMILES	ATXN2 expr inh	HT1080 IDH1KD tx	SW480 rerep	ATXN viability	HepG2 tox	HT1080NT lethal	MCF10A rerep	KB-3-1 cytotox	IL-1B inflam inh
COc1ccc(CNC(=O)Cn2cnc3c(OCc4ccccc4)ncnc32)cc1	6.5%	-8.8%	27.3%	i	3.9%	-1.9%	0.6%	-8.0%	43.6
O=S(=O)(c1ccccc1)N1N=C(c2ccccc2)CC1c1ccccc1F (stereo unspecified)	-4.6%	-10.8%	0.9%	i	-3.3%	-9.5%	u	u	-22.1
CCCC(=O)N1CCC1(C)C(=O)Nc1cccc(F)c1 (stereo unspecified)	1.6%	-2.7%	x	i	-10.5%	25.2%	x	0.0%	10.7
COc1ccc(-c2cc3nc[nH]c(=O)c3s2)cc1	12.4%	1.2%	-8.9%	i	-24.2%	-15.0%	19.0%	-1.8%	1.5
CCCCN(C(=N)N1CCCCC1)c1nc(C)c([N+](=O)[O-])c(=O)[nH]1	1.8%	11.8%	-3.5%	u	-2.6%	8.4%	-10.7%	11.3%	9.2
COc1ccc(-c2nn(-c3ccccc3)cc2/C=C2/SC(=S)N(CCCC(=O)O)C2=O)c(C)c1	-31.5%	u	u	u	-22.4%	-29.3%	-14.8%	-18.1%	-2.2
CCN(CC)c1ccc(/C=C2\SC(=O)N(C(C)C)C2=O)o1	6.7%	7.31µM*	u	u	-111.0%	16.4µM*	3.66µM*	u	-98.8*
O=C(COC(=O)c1ccc(F)cc1F)NC1CC1	-22.1%	25.6%	-19.5%	i	-19.5%	-1.6%	u	-7.1%	-6.3
Cc1ccc(OCC(=O)OCC(=O)NC2CCS(=O)(=O)C2)cc1C (stereo unspecified)	x	4.9%	x	i	-9.5%	9.2%	x	-0.3%	9.8
C(=N\Nc1nc2ccccc2[nH]1)/C1CCCCC1	-5.3%	u	u	i	-33.9%	u	-9.6%	23.3%	38.0
CCNC(=O)c1sc(=S)n(-c2ccc(C)cc2)c1N	3.2%	13.1%	-3.7%	i	-12.2%	8.2%	0.5%	-7.2%	-2.2
CCNCC(=O)N1c2ccccc2CCc2ccc(NC(=O)OC(C)C)cc21	-11.9%	-16.9%	15.9%	i	-34.3%	-25.4%	9.0%	-4.4%	-66.2*
CCn1ccnc1CNC(=O)CC1C(=O)NCCN1Cc1ccc(OC)cc1OC (stereo unspecified)	-4.7%	8.1%	-18.3%	i	-10.8%	12.8%	1.4%	-2.2%	5.9
COc1ccc(-c2[nH]ncc2CN2CCN(C(=O)c3cccs3)CC2)c(F)c1	-7.6%	0.5%	2.0%	i	-6.1%	-9.7%	5.1%	x	-5.4
N/C(=N\OC(=O)Cc1ccccc1)c1ccccc1Cl	x	1.1%	0.7%	i	6.5%	20.6%	0.1%	5.2%	-9.0
COc1ccc(CNC(=O)CN2C(=O)c3ccccc3S2(=O)=O)cc1	0.0%	-8.7%	-3.5%	i	-0.1%	-10.5%	-2.7%	-2.9%	5.8
Cc1ccn2c(=O)nc(SCC(=O)Nc3ccc4c(c3)OCCO4)nc2c1	-32.5%	-15.2%	u	i	-0.5%	-8.7%	u	-4.0%	-9.0
Cn1c(=O)[nH]c(=O)c2c1nc(N1CCCCC1)n2CCOc1ccccc1	2.6%	15.5%	-0.7%	i	30.2%	1.3%	u	-0.6%	-7.5
O=C(CSc1nc2ccccc2[nH]1)NCc1ccc(F)cc1	-16.6%[11.3 µM]	1.7%	1.9%[1.84 µM]	i	-20.5%	1.3%	-25.8%	3.5%	-3.8
N#Cc1ccccc1NCc1ccccc1	-1.9%	3.4%	3.3%	i	0.0%	-3.6%	-13.2%	-5.6%	17.8
COc1ccc(NC(=S)N/C(=N/CS(=O)(=O)c2ccccc2)c2ccccc2)cc1	33.9%[activator]	-5.4%	u	i	-24.7%	0.8%	16.4µM*	-7.5%	-1.4
COc1ccccc1NS(=O)(=O)c1cccc(C(=O)N/N=C(\C)c2ccc3c(c2)OCCO3)c1	4.5%	-1.3%	5.2%	i	-50.4%	-4.7%	13.3%	u	0.0
COc1cccc(NC(=O)c2ccc(N3C(=O)C4CC=CCC4C3=O)cc2)c1 (stereo unspecified)	x	-18.3%	-17.2%	i	-16.7%	-10.1%	-3.1%	u	-3.2
Cn1cccc1Cc1nnc(SCC(=O)Nc2ccccc2F)n1-c1ccc(F)cc1	-3.0%	-5.6%	0.2%	i	-5.7%	11.4%	4.8%	-12.1%	-8.8
COc1ccccc1-c1c(C#N)c(N)nc2c1CCC2	47.4%[activator]	0.8%	u	x	-2.8%	1.9%	u	2.2%	16.7

Full records as entered above. Screens in order: ATXN2 expr inh | HT1080 IDH1KD tx | SW480 rerep | ATXN viability | HepG2 tox | HT1080NT lethal | MCF10A rerep | KB-3-1 cytotox | IL-1B inflam inh
CCNC(=O)c1sc(=S)n(-c2ccc(C)cc2)c1N across the screens: 3.2% | 13.1% | -3.7% | i | -12.2% | 8.2% | 0.5% | -7.2% | -2.2
COc1ccc(CNC(=O)Cn2cnc3c(OCc4ccccc4)ncnc32)cc1 across the screens: 6.5% | -8.8% | 27.3% | i | 3.9% | -1.9% | 0.6% | -8.0% | 43.6
N#Cc1ccccc1NCc1ccccc1 across the screens: -1.9% | 3.4% | 3.3% | i | 0.0% | -3.6% | -13.2% | -5.6% | 17.8

Later entries.
SMILES	ATXN2 expr inh	HT1080 IDH1KD tx	SW480 rerep	ATXN viability	HepG2 tox	HT1080NT lethal	MCF10A rerep	KB-3-1 cytotox	IL-1B inflam inh
COc1ccc2c3c(cccc13)OC2=O	32.1%	1.4%	-2.0%	i	-19.7%	6.0%	3.2%	8.9%	-9.6
CCc1ccc(N(C(=O)Cc2cccs2)C(C(=O)NC2CCCCC2)c2cn(C)nc2C)cc1 (stereo unspecified)	x	-6.5%	-18.1%	x	-4.1%	-18.4%	10.8%	-16.7%	9.6
Cc1nc(C(F)(F)F)ccc1C(=O)N1CCC1(C)C(=O)NS(=O)(=O)c1ccccc1 (stereo unspecified)	1.1%	6.2%	x	i	3.2%	0.5%	x	0.0%	u
COc1ccc(CNC(=O)CN(C)S(=O)(=O)c2ccc3[nH]c4c(c3c2)CCCC4)cc1	u	x	x	i	-31.4%	x	x	-18.8%	x
CN(C)c1nc(NN)nc(Nc2ccc(F)cc2)n1	-9.3%	-0.3%	8.8%	i	-22.2%	-5.6%	6.5%	-1.7%	-2.1
C/C(=N\Nc1ccc(S(=O)(=O)N2CCCCC2)cn1)c1ccc(O)cc1	-23.6%	-12.3%	-4.9%	i	-16.4%	-6.9%	u	-14.2%	0.0
O=C(Nc1cccc(F)c1)N1CCCCCC1	13.5%	17.7%	30.5%	i	6.7%	0.0%	2.0%	17.4%	8.8
CCOC(=O)c1cc(-c2ccccc2)sc1NC(=O)c1ccc(OC)c(OC)c1	-13.3%	15.2%	2.7%	i	-3.1%	21.6%	14.7%	6.4%	-3.1
COCCCNC(=O)c1cc(C(=O)c2c(-c3c(Cl)cccc3Cl)noc2C)c[nH]1	2.4%	u	u	i	1.2%	u	u	u	0.0
Cc1cc(NC(=O)CCC(=O)N(CC(=O)NC2CCCC2)c2ccc(Cl)cc2)no1	-1.4%	0.0%	-41.8%[inhibitor]	i	-1.7%	9.7%	-4.7%	4.4%	0.4
Cc1ccc(CCNC(=O)c2ccc3c(c2)N(Cc2ccccc2F)C(=O)c2ccccc2S3=O)cc1 (stereo unspecified)	-0.3%	x	x	i	-1.0%	x	x	-12.9%	x
O=C(CCC1CCCCC1)NCCS(=O)(=O)N1CCN(c2ccccc2F)CC1	-7.8%	0.2%	0.1%	u	-11.0%	7.4%	5.8%	u	-2.5
COc1ccc(C(=O)Nc2nnc(S(=O)(=O)N3CCCc4ccccc43)s2)cc1	23.4%	x	x	i	-23.1%	x	x	0.5%	x
Clc1ccc(CSc2nnc(Cn3cnc4ccccc43)o2)cc1	-32.3%	-22.9%	-3.4%	i	-24.2%	-8.1%	12.7%	u	-19.0
CCCCCn1c(=O)[nH]c2cc(C(=O)N3CCN(c4cc(Cl)ccc4C)CC3)ccc2c1=O	10.5%	x	x	i	0.1%	x	x	-4.7%	x
O=C(N/N=C/c1ccccc1Cl)c1ccc(F)cc1	28.6%	13.9%	-5.5%	i	-8.5%	8.1%	-18.1%	1.1%	-12.7
Cc1ccc(S(=O)(=O)N(C)C)cc1NC(=S)NC12CC3CC(CC(C3)C1)C2	-17.4%	-24.0%	4.4%	i	-24.8%	-21.3%	u	-5.1%	-19.6
Cc1ccc(CSc2nnc(SCC(=O)N/N=C/c3c(C)nn(-c4ccccc4)c3C)s2)cc1	18.5%	-8.0%	4.1%	i	-16.4%	-8.3%	-1.5%	-0.9%	-10.2
COc1ccc(CCN(C(=O)c2cccc(F)c2)C2CC(=O)N(c3ccccc3)C2=O)cc1 (stereo unspecified)	-0.3%	20.5%	-3.4%	i	6.6%	11.8%	-8.9%	9.7%	0.4
COc1c(F)c(F)c(C(=O)Nc2ccccc2N2CCN(C(=O)C(C)C)CC2)c(F)c1F	4.8%	-0.9%	4.3%	i	-47.7%	-6.6%	3.7%	5.3%	-0.8
COc1ccc(CN2CCNC(=O)C2CC(=O)NCc2csc(C)n2)c(F)c1 (stereo unspecified)	3.2%	-0.6%	12.8%	i	1.4%	5.1%	1.6%	19.9%	-1.6

Screens: PubChem BioAssay, National Center for Advancing Translational Sciences (NCATS)
